# ADAM17 inh: ADAM17 inhibitors, primary screen, biochemical, QFRET; Disintegrin and metalloproteinase domain-containing protein 17 (Homo sapiens), P78536; recombinant ADAM17, EDANS/DABCYL FRET peptide cleavage; inhibition, % at 6.95 µM; hit rate 0.83% among 370,000;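 active = inhibition above the mean of compounds lying between control limits plus 3 SD, set per campaign, cut at about 8.5% in these data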;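 note: 0% = DMSO-only wells as the low control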
# Target sequence (P78536 215-824 limits assumed): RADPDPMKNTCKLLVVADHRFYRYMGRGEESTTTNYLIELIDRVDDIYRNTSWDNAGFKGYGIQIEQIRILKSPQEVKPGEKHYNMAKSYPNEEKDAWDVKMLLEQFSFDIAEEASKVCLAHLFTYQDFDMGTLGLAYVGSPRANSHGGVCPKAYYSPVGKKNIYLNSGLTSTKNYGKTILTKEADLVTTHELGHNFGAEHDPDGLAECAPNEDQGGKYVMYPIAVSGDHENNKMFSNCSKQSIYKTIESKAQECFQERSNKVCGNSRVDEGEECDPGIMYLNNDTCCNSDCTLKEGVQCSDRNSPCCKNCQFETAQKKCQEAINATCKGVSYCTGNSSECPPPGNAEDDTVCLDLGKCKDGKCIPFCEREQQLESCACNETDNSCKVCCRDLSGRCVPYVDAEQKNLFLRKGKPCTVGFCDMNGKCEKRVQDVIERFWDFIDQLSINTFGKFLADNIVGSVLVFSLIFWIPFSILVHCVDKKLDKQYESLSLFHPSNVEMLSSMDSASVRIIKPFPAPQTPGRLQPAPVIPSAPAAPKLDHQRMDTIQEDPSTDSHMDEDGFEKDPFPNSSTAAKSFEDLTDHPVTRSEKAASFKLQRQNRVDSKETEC
# PG9 Ab binder: binders of HIV-1 gp120 antibody PG9, primary screen, biochemical, TR-FRET; HIV-1 gp120 / PG9 antibody interaction; TR-FRET gp120-PG9 antibody binding; inhibition, % at 6.7 µM; hit rate 0.43% among 360,000; in the data active = inhibition above about 8.5%
# DAX1 inh-1: DAX1 (NR0B1) inhibitors on StAR promoter, primary screen, cell-based, luminescence, SF-1 (NR5A1), full-length DAX-1. inhibition, % at 6.8 µM. HEK293T StAR-luciferase reporter, SF-1/DAX-1 repression relief. AID 652010, 2013. hit rate 1.1% among 370,000;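 active = inhibition above the mean over all tested compounds plus 3 SD, cut at about 3.6% in these data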;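 note: 0% = DAX-1 cells with DMSO and 100% = cells lacking DAX-1 with DMSO; higher inhibition means more luminescence from relief of DAX-1 repression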
# hgDAF-12 ag: H. glycines DAF-12 receptor agonists, primary screen, cell-based, luminescence, HEK293, GAL4 fusion, UAS-luciferase; AID 687014, 2013; HEK293 GAL4-hgDAF12 UAS-luciferase reporter, agonist luminescence; normalized to butyrate control; Nuclear hormone receptor DAF-12 (Heterodera glycines), GAL4 fusion; hit rate 1.8% among 370,000; activation, % at 6.8 µM;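 active = activation above a cutoff set at the mean of all screened compounds plus 3 SD, cut at about 10% in these data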;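 note: 0% = DMSO wells and 100% = sodium butyrate wells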
# ADAM10 inh: human ADAM10 inhibitors, primary screen, biochemical, QFRET, HTS; Disintegrin and metalloproteinase domain-containing protein 10 (Homo sapiens), O14672; inhibition, % at 7 µM; hit rate 0.62% among 370,000; recombinant ADAM10, EDANS/DABCYL FRET peptide cleavage, 3 h;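 active = inhibition above a per-campaign cutoff equal to the mean of compounds falling between control-based bounds plus 3 SD, cut at about 20% in these data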;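 note: 0% = DMSO wells while the 100% control is not disclosed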
# SMARCA2 activ: SMARCA2 (BRM) function activators, primary screen, cell-based, luminescence, high throughput; MG213 cells, MMTV-luciferase reporter, dexamethasone, overnight; activation, % at 9.1 µM; hit rate 1% among 370,000; in the data active = activation above about 7.8%;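 note: 0% = vehicle wells and 100% = reference activator wells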
# hcDAF12 agonist: H. contortus DAF-12 nuclear receptor activators, primary screen, cell-based, luminescence, HEK293, lit1-tk-luc reporter | HEK293 hcDAF-12 lit1-tk-luc reporter; 0% DMSO, 100% Δ7-dafachronic acid | activation, % at 6.8 µM | hit rate 1.4% among 370,000 | AID 652067, 2013;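 active = activation above the mean of all tested compounds plus 3 SD, cut at about 5.5% in these data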;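 note: 100% = response to 3 µM Δ7-dafachronic acid high control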
# ssDAF-12 act: S. stercoralis DAF-12 nuclear receptor activators, primary screen, cell-based, luminescence, HEK293, GRIP1 co-expression, lit1-tk-luc. AID 652126, 2013. HEK293 ssDAF-12/GRIP1 lit1-tk-luc reporter; % of 3 µM dafachronic acid response. Nuclear hormone receptor DAF-12 (Strongyloides stercoralis). hit rate 1% among 370,000. activation, % at 6.8 µM;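 active = activation above the mean over all tested compounds plus 3 SD, cut at about 0.9% in these data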;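 note: 0% = DMSO-only wells and 100% = 3 µM delta7-dafachronic acid wells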
# GC-A act: GC-A stimulated cGMP production enhancers – HEK293 GC-A cells, cGMP TR-FRET, EC30 ANP, primary screen | 0% at EC30 ANP, 100% saturating ANP | activation, % at 10 µM | hit rate 0.14% among 370,000 | AID 1671463, 2021; in the data active = activation above about 40%
# FXN GAA850 act: FXN promoter activators, primary screen, cell-based, luciferase luminescence, HEK293 lucGAA850 | HEK293 lucGAA850 FXN promoter luciferase reporter, 24 h; percent of 10 µM SAHA response | activation, % at 6 µM | hit rate 0.56% among 360,000 | AID 540364, 2011;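 active = activation above the average of all compounds screened plus 3 SD, cutoff fixed separately per campaign, cut at about 7.5% in these data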;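 note: 0% = DMSO wells and 100% = 10 µM SAHA wells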
# DAX1 inh-2: DAX1 (NR0B1) inhibitors, primary screen, cell-based, HEK293, Gal4-DAX1, luciferase luminescence; Nuclear receptor subfamily 0 group B member 1 (Homo sapiens), P51843; HEK293 Gal4-DAX1 luciferase reporter; inhibition, % at 6.75 µM; hit rate 0.99% among 340,000; AID 504766, 2011;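 active = inhibition above the mean over all tested compounds plus 3 SD, cut at about 4.2% in these data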;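 note: 0% = DAX1-transfected cells with DMSO and 100% = empty-vector control cells with DMSO; inhibition shows as a rise in luminescence from relieved DAX1 repression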
# Target sequence (P51843 207-470 limits assumed): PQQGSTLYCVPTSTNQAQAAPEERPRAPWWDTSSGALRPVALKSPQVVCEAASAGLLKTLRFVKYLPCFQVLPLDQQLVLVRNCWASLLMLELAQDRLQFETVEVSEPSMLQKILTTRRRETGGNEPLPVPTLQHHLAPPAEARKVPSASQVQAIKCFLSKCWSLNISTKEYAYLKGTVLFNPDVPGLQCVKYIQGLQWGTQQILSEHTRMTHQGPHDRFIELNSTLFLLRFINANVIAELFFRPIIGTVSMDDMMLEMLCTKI
# * marks the source's active call; other numbers are inactive results; i = inactive; x = not tested or not shown. No enrichment for hits; about 6.8% have a hit in one of these screens.
SMILES,ADAM17 inh,FXN GAA850 act,hcDAF12 agonist,ADAM10 inh,DAX1 inh-2,SMARCA2 activ,ssDAF-12 act,hgDAF-12 ag,PG9 Ab binder,GC-A act,DAX1 inh-1
Cc1ccc(S(=O)(=O)N2[C@@H](c3ccc(Cl)cc3)C(C(=O)O)=CC[C@H]2c2ccc(Cl)cc2)cc1,0,-0.3,-0.7,-4,-0.7,-1,-0.9,2.1,1.4,-2,-0.8
COc1cccc(OC)c1NC(=O)NC(=O)c1c(OC)c(Br)cc([N+](=O)[O-])c1OC,0,0.2,-1.6,3,x,-5,-1.8,-0.3,0.5,1,-0.1
CCc1nnc(NC(=O)CSc2nccn2-c2cccc(C)c2C)s1,0,0.0,-2.5,2,-1.8,-2,-1.7,-3.9,0.0,3,-1.7
CCOC(=O)C1(Cc2ccccc2Cl)CCN(C(=O)c2cc(C)on2)CC1,1,4.1,0.0,0,1.4,4,-0.6,7.4,0.1,-2,0.1
O=C(c1ccc(C(F)(F)F)cc1)N1CCC(=O)N(C(COCc2ccc(C(F)(F)F)cc2)Cc2ccccc2)CC1 (stereo not given),8.9*,-2.9,-2.2,18,-1.3,-1,-1.4,-0.7,-2.0,-3,-1.0
CCOC(=O)c1cc2sccc2n1CC(=O)Nc1ccc(OC)cc1OC,0,-1.4,4.2,-10,0.0,-3,0.1,3.4,-0.3,-3,0.1
O=C(NNC(=O)c1csc(N2CCOCC2)n1)c1ccc(=O)[nH]c1,-2,1.7,-0.5,-10,0.7,1,-1.8,-2.0,0.0,2,0.1
COc1ccc(OCCC(=O)OCC(=O)NC2CCCCC2)cc1,2,0.0,0.3,-13,1.8,-5,-1.0,-1.1,1.2,-4,-0.7
CCc1ccnc(NC(=O)NS(=O)(=O)c2ccc(C)cc2)c1,0,3.0,0.2,0,x,6,-1.4,1.1,0.6,3,-0.1
O=C1CC(=O)Nc2cc(S(=O)(=O)N3CCN(c4ccc([N+](=O)[O-])cc4)CC3)ccc2N1,1,1.0,1.6,-1,0.9,-4,-0.7,0.1,-2.0,-3,-0.2
CC(NC(=O)CN(C)CC(=O)Nc1ccccc1Br)c1ccccc1 (stereo not given),-2,0.7,-0.2,-10,0.6,2,-1.3,2.0,-0.7,-2,-2.1
CC(C)(C)OC(=O)NCCCC[C@H](NC(=O)c1nc[nH]c1C(=O)NCC(=O)OCc1ccccc1)C(=O)OC(C)(C)C,11*,-0.1,1.4,24*,0.6,1,-1.1,2.2,-1.8,-1,-0.1
CC1(C(=O)NS(=O)(=O)c2ccc(C#N)cc2)CCN1C(=O)Cc1ccc(-c2ccccc2)cc1 (stereo not given),-1,-0.8,-0.4,-7,x,1,-1.0,2.6,-1.6,0,-0.6
Cn1cncc1C#Cc1ccc(N2C(c3ccsc3)=Cc3ccc(F)cc3C2c2c[nH]c3ccccc23)cc1 (stereo not given),-16,x,3.1,-48,x,-5,-0.7,5.5,-1.0,3,0.6
N#Cc1c(N)oc(-c2cccs2)c1-c1cccs1,1,1.9,1.6,4,-0.2,-1,-0.8,1.4,3.0,-1,0.1
CSc1nnc(N2C(=O)C(O)=C(C(=O)c3ccco3)C2c2ccc(F)cc2)s1 (stereo not given),-1,0.2,4.0,-16,1.3,0,-0.9,8.4,1.9,-1,4.2*
CN1CCN(c2nc(-c3cccs3)nc3ccccc23)CC1,-4,7.5,0.3,-5,0.6,5,-1.6,1.0,-1.6,5,-0.3
O=C(CN1CCN(c2cccc(Cl)c2)CC1)Nc1nccs1,0,0.1,-1.7,-5,-0.1,1,-1.0,0.2,-1.8,1,-0.2
O=C(NCCCCCCCN1CCCCCCC1)C(C1CCCCC1)C1CCCCC1,-2,-5.1,-1.5,-4,-0.4,-2,-1.4,0.2,-0.3,-3,-1.0
O=C(OCC(=O)N1CCc2ccccc2C1)c1cccc([N+](=O)[O-])c1,1,0.3,-1.1,5,-1.1,3,-1.3,-4.2,-3.0,0,-0.4
O=C(OCC(=O)N1CCN(c2ccccc2)CC1)c1cc(Br)ccc1Cl,-6,1.5,-0.6,-7,0.1,-2,-1.1,0.0,-2.2,-1,-1.0
C/C(=N\NC(=O)Cc1cccn1C)c1cccs1,-1,2.6,-2.9,-7,0.4,2,-1.2,-2.7,-1.6,1,0.2
COCCNC(=O)C(=O)c1cc(C)n(-c2ccc([N+](=O)[O-])cc2)c1C,-2,-2.0,-2.9,6,1.6,1,-0.6,0.5,-1.1,-2,-1.1
Cc1ccc(S(=O)(=O)N2[C@@H](c3ccccc3F)C(C(=O)O)=CC[C@H]2c2ccc3c(c2)OCO3)cc1,-5,-0.6,-1.2,-1,0.2,0,-1.2,-2.0,0.3,0,-0.3
Cc1c(C(=O)NC2CC(=O)N(c3ccc4c(c3)OCCO4)C2)cccc1[N+](=O)[O-] (stereo not given),-4,2.5,0.1,5,-2.2,-2,-1.0,2.4,0.8,-3,-0.5
C=CCn1c(-c2ccc([N+](=O)[O-])cc2)n[nH]c1=S,1,1.9,0.4,2,1.4,3,-0.5,-2.0,-2.8,-1,-0.2
O=C(O)[C@@H]1CCCN1C(=O)CCc1c[nH]c2ccccc12,-5,1.5,0.9,2,-0.1,-3,-0.6,0.7,3.1,1,-0.5
Cc1cc(C)cc(C(=O)NCC(=O)OCC(=O)Nc2cccnc2Cl)c1,0,-0.2,-0.2,12,0.4,-4,-0.9,1.6,-0.7,-1,0.1
O=C(c1cccs1)N1CCN(c2cccc(Cl)c2)CC1,-3,0.2,-1.9,-4,1.3,1,-0.3,2.4,0.3,-3,0.3
COc1ccc(-c2cc(NC(=O)Cc3c(C)[nH]c4ccccc34)ccc2Nc2cccnc2)cc1OC,4,x,1.6,10,x,-1,-0.8,6.4,0.3,-5,-0.5
COC(=O)c1sccc1NC(=O)c1cccnc1,1,4.1,1.9,6,-0.2,-4,0.6,2.9,1.1,5,0.1
CC(NC(=O)CCNS(=O)(=O)c1cccc2nonc12)c1ccccc1 (stereo not given),-1,1.1,0.0,-7,3.9,-4,-0.9,1.1,-1.0,2,-0.1
O=C(NC1=NCCS1)C1CCCCC1,0,0.7,-0.2,1,0.3,0,-1.7,0.5,-0.2,0,-0.7
Cc1cc(NS(=O)(=O)c2ccc(-c3ccccc3)cc2)no1,0,-0.2,-1.4,4,2.0,-3,-1.3,3.1,-1.1,-1,0.4
Cc1ccc(C(=O)Nc2cccc(O)c2)cc1S(=O)(=O)N1CCCCCC1,4,0.3,1.2,7,-1.7,1,-0.4,3.9,0.3,-3,0.5
O=C1C(Cc2ccc(O)cc2)NC(=S)N1c1ccccc1 (stereo not given),-2,-1.2,-1.9,-1,-0.4,-2,-0.3,1.6,0.2,-5,0.6
COc1ccc(CC(=O)N2CCCC(C)C2)cc1 (stereo not given),2,-0.6,0.6,4,0.5,0,-1.1,2.6,0.8,6,-0.3
Cc1ccc(C)n1-c1ccc(C(=O)/C=C/N(C)C)cc1,0,5.7,0.3,3,-0.5,5,-1.4,0.1,1.2,-2,-0.5
Cc1ccc(CCNC(=O)c2sc3nc4n(c(=O)c3c2C)CCC4)cc1,-4,2.8,0.2,1,0.2,2,-1.1,0.6,-0.2,-4,0.6
O=C(CSc1ccc(Cl)cc1)N1CCN(c2ccc(Cl)cc2[N+](=O)[O-])CC1,7,1.8,-1.1,14,-1.2,-5,-1.6,2.4,-0.4,-12,-0.3

# Printed as active in DAX1 inh-1, among the entries above:
SMILES,ADAM17 inh,FXN GAA850 act,hcDAF12 agonist,ADAM10 inh,DAX1 inh-2,SMARCA2 activ,ssDAF-12 act,PG9 Ab binder,GC-A act,DAX1 inh-1
CSc1nnc(N2C(=O)C(O)=C(C(=O)c3ccco3)C2c2ccc(F)cc2)s1 (stereo not given),-1,0.2,4.0,-16,1.3,0,-0.9,1.9,-1,4.2*

# The listing picks up, starting 2 compounds before the break.
SMILES,ADAM17 inh,FXN GAA850 act,hcDAF12 agonist,ADAM10 inh,DAX1 inh-2,SMARCA2 activ,ssDAF-12 act,hgDAF-12 ag,PG9 Ab binder,GC-A act,DAX1 inh-1
Cc1ccc(CCNC(=O)c2sc3nc4n(c(=O)c3c2C)CCC4)cc1,-4,2.8,0.2,1,0.2,2,-1.1,0.6,-0.2,-4,0.6
O=C(CSc1ccc(Cl)cc1)N1CCN(c2ccc(Cl)cc2[N+](=O)[O-])CC1,7,1.8,-1.1,14,-1.2,-5,-1.6,2.4,-0.4,-12,-0.3
CN(C)c1nc(OCCNC(=O)COc2ccccc2Cl)nc(N(C)C)n1,2,3.0,-2.2,8,-1.4,-1,-1.4,-4.1,1.0,-10,0.0
O=C(c1cnc(N2CCN(c3ncccn3)CC2)c2ccccc12)N1CCN(c2ncccn2)CC1,-2,-1.4,-4.7,-8,-1.3,-2,-1.1,-2.3,-0.8,-1,-1.7
O=C(CSc1nnc(CNC(=O)c2ccco2)o1)Nc1ccccc1F,-4,1.1,2.1,-4,0.1,-1,-0.3,-0.7,0.1,-3,-0.2
Cc1ccc(/C=C2/CNC/C(=C/c3ccc(C)cc3)C2=O)cc1,-4,-14,-4.8,-14,-6.0,15*,-1.7,-12,-0.4,7,-4.8
COc1cccc(-c2cc3nc(-c4ccccc4)cc(N4CCCC(O)C4)n3n2)c1 (stereo not given),-394,-0.1,-1.0,i,-2.0,-1,-1.6,4.0,-1.3,-2,-1.0
CC(C)CN(C(=O)CCC1CCCCC1)c1c(N)n(CC(C)C)c(=O)[nH]c1=O,-5,-0.8,-0.9,-6,-0.9,3,-0.4,-0.7,-3.1,0,-1.4
Cc1ccc2[nH]cc(CCNC(=O)c3ccc([N+](=O)[O-])cc3)c2c1,1,-0.4,-1.0,4,-0.5,3,-1.6,-1.5,-2.0,-5,-0.5
